Screening results: PubChem BioAssay, Sanford-Burnham Center for Chemical Genomics
TIM10 inh: growth inhibitors of isogenic TIM10 control yeast, primary screen, counter-screen for tim10-1 yeast inhibitor project, luminescence, uHTS; 330,000 compounds, 1.4% hits; S. cerevisiae TIM10 strain growth, BacTiter-Glo luminescence, 24 h; AID 463195, 2010; inhibition, % at 10 µM;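 active = inhibition of 40% or more at the single tested concentration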;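 also: wild-type TIM10 isogenic control strain grown at permissive 25 °C; 0% = DMSO yeast wells and 100% = minimal medium wells without yeast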
tim10-1 inh: growth inhibitors of tim10-1 mutant yeast, primary screen, luminescence, uHTS. S. cerevisiae tim10-1 ts strain growth, BacTiter-Glo, 24 h. inhibition, % at 20 µM. 330,000 compounds, 2.2% hits;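 active = inhibition of at least 40%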;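 also: mutant grown at 25 °C; 0% = DMSO wells with yeast and 100% = wells holding no yeast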
NALP3 yeast inh: NALP3 inflammasome inhibitors in reconstituted yeast, primary screen, luminescence, uHTS. Yeast reconstituted NLRP3/ASC/caspase-1, beta-gal luminescence, 24 h. inhibition, % at 10 µM. 330,000 compounds, 0.39% hits. AID 2825, 2010;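 active = inhibition of 50% or more; inactive = inhibition below 50%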;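 also: plate controls were induced DMSO wells for no effect and uninduced yeast grown without galactose for full effect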
tim23-1 inh: growth inhibitors of tim23-1 mutant yeast, primary screen, luminescence, uHTS | 330,000 compounds, 1.3% hits | AID 463212, 2010 | S. cerevisiae tim23-1 growth, BacTiter-Glo luminescence, 24 h | inhibition, % at 20 µM;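 active = growth inhibition of the mutant yeast at or above 50%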;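 also: temperature-sensitive mutant grown at 25 °C; plate controls were DMSO-treated mutant yeast for no effect and medium wells lacking yeast for full effect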
UPR CHOP act: activators of apoptotic CHOP UPR arm, primary screen, cell-based, CHO-CHOP luciferase reporter, luminescence, uHTS; UPR activation; percent of tunicamycin response over DMSO baseline; activation, % at 10 µM; 330,000 compounds, 0.34% hits; AID 449763, 2010;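 active = at 10 µM dose, activation of 40% or more, normalized to positive control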;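 also: 100% = tunicamycin at 10 µg/mL and 0% = DMSO alone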
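assay system = CHO CHOP reporter cells | amount = 500 CHO-CHOP cells per well | buffer or medium = F12 with 10% FBS | incubation = 16-18 h cell attachment, then 6 h compound exposure, 37 °C | detection = luminescence read with Steady-Glo | read-out = percent activation relative to tunicamycin control | controls = tunicamycin high control, DMSO low control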
GRIN3A LBD mod: binders of NR3A ligand-binding domain, primary screen, biophysical, differential scanning fluorimetry, uHTS; NR3A LBD differential scanning fluorimetry, Tm shift; 0% = protein alone, 100% = glycine-bound protein; 340,000 compounds, 2.5% hits; Tm shift relative to glycine control, % at 25 µM;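 active = melting temperature shift of at least 10% of the positive control shift, at one fixed dose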
APJ ag: agonists of human apelin receptor APJ, primary screen, CHO-K1 cells, PathHunter beta-arrestin, luminescence. P35414. activation, % at 20 µM. 0% DMSO wells, 100% apelin. 330,000 compounds, 0.11% hits;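 active = activation more than six SD over the plate average, tested at 20 µM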;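 also: 0% = DMSO alone and 100% = apelin-13 at 10 nM; some results filed as inactive read as strong as hits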
Target sequence (P35414 whole entry, looked up): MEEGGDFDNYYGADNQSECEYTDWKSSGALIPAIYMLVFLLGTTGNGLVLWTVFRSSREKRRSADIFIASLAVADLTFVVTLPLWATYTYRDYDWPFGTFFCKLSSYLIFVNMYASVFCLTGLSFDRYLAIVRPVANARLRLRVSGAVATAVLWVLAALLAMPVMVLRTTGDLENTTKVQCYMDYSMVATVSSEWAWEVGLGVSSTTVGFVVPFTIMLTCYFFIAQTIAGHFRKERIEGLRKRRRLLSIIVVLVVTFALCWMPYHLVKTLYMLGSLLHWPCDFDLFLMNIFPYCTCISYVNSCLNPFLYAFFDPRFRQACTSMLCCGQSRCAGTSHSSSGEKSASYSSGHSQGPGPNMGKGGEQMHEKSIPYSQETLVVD
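Test system – PathHunter CHO-K1 APJ (AGTRL-1) beta-arrestin reporter cells · Input – 1000 cells/well · Compound – single test compound dose, 20 µM final, 1% DMSO · Times – compound stimulation 90 min at 25 °C, detection 60 min · Technique – beta-gal luminescence · Read-out basis – APJ–arrestin association signal · Control set – negative DMSO alone, positive Apelin-13 at 10 nM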
UPR XBP1 act: activators of adaptive XBP1 UPR arm, primary screen, cell-based, CHO-XBP1 luciferase reporter, luminescence, uHTS; 330,000 compounds, 0.33% hits; IRE1-XBP1 UPR activation; percent of tunicamycin response, DMSO as zero; activation, % at 20 µM;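 active = versus positive control, 20 µM dose yields 30% or more activation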;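 also: 100% = tunicamycin at 10 µg/mL and 0% = DMSO only wells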
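Assay system: CHO-XBP1 luciferase reporter cells; Schedule: 6 h treatment, 37 °C; Detection: glow luminescence from Steady-Glo reagent; Benchmarks: high control tunicamycin 10 µg/mL final, low control DMSO vehicle only.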
Mdm2-MdmX inh: inhibitors of human Mdm2-MdmX association, primary screen, cell-based, luminescence, split luciferase, SaOS-2, uHTS; SaOS-2 split-luciferase Mdm2/MdmX complementation; 330,000 compounds, 3% hits; inhibition, % at 8 µM; Protein Mdm4 (Homo sapiens) + E3 ubiquitin-protein ligase Mdm2 (Homo sapiens), …;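 active = inhibition of at least 50% at 8 µM in the primary screen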
The depositor's hits bear a star; . = no result given.

Assay codes: A = TIM10 inh; B = tim10-1 inh; C = NALP3 yeast inh; D = tim23-1 inh; E = UPR CHOP act; F = GRIN3A LBD mod; G = APJ ag; H = UPR XBP1 act; I = Mdm2-MdmX inh
1	O=C(COc1ccc(S(=O)(=O)Nc2ccccc2)cc1)NCc1ccccn1
  A = 7; B = -5; C = 5; D = 8; E = 1.1; F = 2; G = 2; H = -7; I = -10
2	Cc1ccc2c(C)nc(N/C(N)=N/S(=O)(=O)c3ccccc3)nc2c1
  A = 6; B = 7; C = 20; D = 15; E = 2.5; F = 6; G = 11; H = 1; I = -10
3	NC(=O)C1CCN(C(=O)c2ccc([N+](=O)[O-])cc2NC(=O)c2cccs2)CC1
  A = -4; B = -2; C = 21; D = -5; E = 0.5; F = 1; G = -1; H = -1; I = 15
4	CCN(C(=O)CSc1nc2ccc(Cl)cc2[nH]1)C1CCS(=O)(=O)C1 (stereo not given)
  A = -1; B = -6; C = 16; D = -8; E = -1.3; F = 0; G = 0; H = -2; I = 1
5	O=C(NC1CCCCC1)C1CCN(c2ncccn2)CC1
  A = 7; B = -7; C = 31; D = 8; E = 2.2; F = 1; G = 2; H = -2; I = 0
6	COc1ccccc1N1CCN(C(=O)COc2cc(C)cc(C)c2)CC1
  A = 3; B = 33; C = 14; D = 33; E = 2.9; F = 2; G = -3; H = 0; I = -10
7	O=C(CSc1nnc(-c2ccco2)n1-c1ccccc1)N1CCOCC1
  A = 5; B = 8; C = -9; D = 0; E = 5.8; F = 0; G = -6; H = -3; I = 13
8	CC1C(=O)N2CCCc3cc(NS(=O)(=O)c4ccc([N+](=O)[O-])cc4)cc1c32 (stereo not given)
  A = 11; B = 0; C = 17; D = -7; E = -0.8; F = -1; G = 8; H = 0; I = 11
9	CCN(CC)C(=O)CSc1nc2cc3c(cc2c(=O)n1CCCCCC(=O)NCc1ccc(OC)cc1)OCO3
  A = 8; B = 6; C = 0; D = 5; E = -0.5; F = -1; G = 0; H = -4; I = -13
10	COc1cc(OC)cc(-c2cc(N)n(S(=O)(=O)Cc3ccccc3)n2)c1
  A = 7; B = 22; C = 17; D = 26; E = -0.7; F = -11; G = -1; H = -1; I = -1
11	Nc1nnc(SCC(=O)Nc2cccc(Cl)c2)s1
  A = 4; B = 16; C = 15; D = 14; E = -0.1; F = 4; G = 2; H = 0; I = 27
12	COCc1cc(C)nc(SCc2nc3ccccc3c(=O)[nH]2)c1C#N
  A = -2; B = 12; C = 17; D = 13; E = -0.2; F = -1; G = -2; H = 3; I = -7
13	O=C(O)CC[C@@H](C(=O)O)N1C(=O)c2ccccc2C1=O
  A = 3; B = -17; C = 9; D = -22; E = 4.0; F = -1; G = 3; H = -4; I = 19
14	C=CCSc1nc(=O)n2ccccc2n1
  A = 1; B = -4; C = 2; D = 1; E = -2.7; F = -1; G = 0; H = 1; I = -9
15	COc1cccc(CN2CC(C(=O)N3CCCCCC3)CCC2=O)c1 (stereo not given)
  A = 7; B = -2; C = 4; D = 5; E = 1.6; F = -2; G = 10; H = -2; I = -5
16	CC1(C(=O)OCC(=O)NC(=O)c2ccccc2)CC1(Cl)Cl (stereo not given)
  A = 11; B = 33; C = 31; D = 42; E = -1.2; F = 0; G = 1; H = 1; I = 16
17	CCOC(=O)C1=C(C)NC(=S)N(C(C)=O)C1c1ccccc1 (stereo not given)
  A = 25; B = 15; C = 24; D = 23; E = -1.2; F = -8; G = 2; H = -2; I = 31
18	CCOc1ccc(C(=O)N(C)C2CCS(=O)(=O)C2)cc1 (stereo not given)
  A = -2; B = 0; C = 10; D = 10; E = 0.7; F = 2; G = -1; H = 0; I = -15
19	COC(=O)c1ccc(NC(=O)CSc2nnc(CNc3ccc(OC)cc3)n2C)cc1
  A = 2; B = -5; C = 5; D = -6; E = 3.7; F = 4; G = 1; H = -2; I = 9
20	CC1(C)CC2CC(C)(CN2CC(O)COc2ccccc2)C1 (stereo not given)
  A = -4; B = -1; C = 4; D = 2; E = -0.8; F = -1; G = -3; H = 0; I = 1
21	CC(Sc1ccc2c(c1)OCCO2)C(=O)Nc1ccc(N2CCOCC2)cc1 (stereo not given)
  A = 7; B = 4; C = 17; D = 21; E = 0.7; F = 2; G = -3; H = 2; I = -9
22	COc1ccc(CN2CCN(C(=O)c3ccco3)CC2)cc1OCc1ccccc1
  A = 2; B = 6; C = 7; D = 13; E = -0.9; F = -1; G = -1; H = 4; I = 44
23	O=C1CC(c2ccco2)=Nc2ccccc2N1
  A = 14; B = 8; C = 9; D = 14; E = -0.9; F = 5; G = -2; H = 0; I = 4
24	CCN(CC)c1nc(N2CCOCC2)c(C#N)c2c1CN(C)CC2
  A = -13; B = 4; C = 21; D = 10; E = -3.8; F = 2; G = -1; H = -2; I = 18
25	O=S(=O)([N-]c1nc2ccccc2nc1-[n+]1ccccc1)c1ccc(Cl)cc1
  A = 3; B = -5; C = 20; D = 6; E = 1.4; F = 9; G = -1; H = -1; I = -4
26	COc1ccccc1CNC(=O)c1ccc(OCC2CCCO2)cc1 (stereo not given)
  A = 7; B = 10; C = 12; D = 11; E = 2.0; F = -3; G = 0; H = -1; I = -12
27	CC(C)Cc1nnc(NC(=O)CSc2nc(O)c(Cc3ccccc3)c(=O)[nH]2)s1
  A = -2; B = 12; C = 29; D = 16; E = -2.0; F = 1; G = -2; H = 0; I = 7
28	CC(C(N)=O)N1c2cccc3cccc(c23)S1(=O)=O (stereo not given)
  A = -4; B = 17; C = -3; D = 9; E = -0.9; F = -1; G = 0; H = -1; I = 4
29	CCCCn1c(=N)n(CC(=O)O)c2ccccc21
  A = 10; B = 21; C = -29; D = 12; E = 2.8; F = -2; G = -2; H = -2; I = -14
30	Cc1ccc(S(=O)(=O)N(CC(=O)NCc2ccncc2)C2CCCCC2)cc1
  A = 1; B = 25; C = 7; D = 20; E = -2.1; F = 1; G = 3; H = -5; I = 20

#31 NC(=S)N/N=C/c1ccc(-c2cc(Cl)c(Cl)cc2Cl)o1
#32 CC[C@]12c3[nH]c4cc(CCC(=O)N(C)C)ccc4c3CCN1C(=O)[C@@H](CC(=O)NCCN1CCOCC1)C[C@@H]2C(=O)N1CCN(C(=O)c2ccco2)CC1
#33 CCNC(=O)/C(=C/c1ccc2c(c1)OCO2)NC(=O)c1ccc(Br)cc1
#34 Cc1ccc(CN2CCSc3ccc(C(=O)N4CCOCC4)cc32)cc1
#35 CCNc1nc(NC(C)C)nc(Nn2cnnc2)n1
#36 O=C(Nc1cccc(S(=O)(=O)N2CCOCC2)c1)c1ccc(Cl)c([N+](=O)[O-])c1
compound no.,31,32,33,34,35,36
TIM10 inh,26,-8,11,4,-8,15
tim10-1 inh,15,-3,23,41*,2,-4
NALP3 yeast inh,15,.,4,21,15,11
tim23-1 inh,19,17,12,38,-13,6
UPR CHOP act,3.2,-0.2,-0.4,0.5,-0.3,1.1
GRIN3A LBD mod,6,-1,3,2,0,0
APJ ag,-5,.,-2,1,-5,6
UPR XBP1 act,14,3,-2,-1,1,-2
Mdm2-MdmX inh,13,-4,-14,26,22,7

Grouped by structure, those above with an aryl thioether with sulfur outside any ring.
#4 CCN(C(=O)CSc1nc2ccc(Cl)cc2[nH]1)C1CCS(=O)(=O)C1 (stereo not given)
#7 O=C(CSc1nnc(-c2ccco2)n1-c1ccccc1)N1CCOCC1
#9 CCN(CC)C(=O)CSc1nc2cc3c(cc2c(=O)n1CCCCCC(=O)NCc1ccc(OC)cc1)OCO3
#11 Nc1nnc(SCC(=O)Nc2cccc(Cl)c2)s1
#12 COCc1cc(C)nc(SCc2nc3ccccc3c(=O)[nH]2)c1C#N
#14 C=CCSc1nc(=O)n2ccccc2n1
#19 COC(=O)c1ccc(NC(=O)CSc2nnc(CNc3ccc(OC)cc3)n2C)cc1
#21 CC(Sc1ccc2c(c1)OCCO2)C(=O)Nc1ccc(N2CCOCC2)cc1 (stereo not given)
compound no.,4,7,9,11,12,14,19,21
TIM10 inh,-1,5,8,4,-2,1,2,7
tim10-1 inh,-6,8,6,16,12,-4,-5,4
NALP3 yeast inh,16,-9,0,15,17,2,5,17
tim23-1 inh,-8,0,5,14,13,1,-6,21
UPR CHOP act,-1.3,5.8,-0.5,-0.1,-0.2,-2.7,3.7,0.7
GRIN3A LBD mod,0,0,-1,4,-1,-1,4,2
APJ ag,0,-6,0,2,-2,0,1,-3
UPR XBP1 act,-2,-3,-4,0,3,1,-2,2
Mdm2-MdmX inh,1,13,-13,27,-7,-9,9,-9

#27 CC(C)Cc1nnc(NC(=O)CSc2nc(O)c(Cc3ccccc3)c(=O)[nH]2)s1
compound no.,27
TIM10 inh,-2
tim10-1 inh,12
NALP3 yeast inh,29
tim23-1 inh,16
UPR CHOP act,-2.0
GRIN3A LBD mod,1
APJ ag,-2
UPR XBP1 act,0
Mdm2-MdmX inh,7

Additional results
#37 CC1Cc2ccccc2N1S(=O)(=O)c1c(N)n(C)c(=O)n(C)c1=O (stereo not given)
#38 O=C(COC(=O)C1=COCCO1)NC(=O)c1ccc(OC(F)F)cc1
#39 Cc1ccc(C)c(N(CC(=O)NC2CCCCC2)C(=O)CNC(=O)c2ccco2)c1
#40 CCOc1ccc(NC(=O)C(CC(=O)O)Cc2ccccc2)cc1 (stereo not given)
#41 CCC(CC)NC(=O)c1cc(S(=O)(=O)N2CCCCC2)ccc1N1CCOCC1
#42 CCCCN(CC)C(=O)c1ccccc1Oc1ccccc1
#43 CCCCCc1c(O)c2ccccc2[nH]c1=O
compound no.,37,38,39,40,41,42,43
TIM10 inh,-3,-9,13,2,-4,30,4
tim10-1 inh,1,-3,-19,-1,0,32,23
NALP3 yeast inh,5,4,7,17,2,2,-6
tim23-1 inh,6,6,14,-6,8,34,5
UPR CHOP act,-0.9,-0.2,1.6,0.8,0.5,-1.5,-0.4
GRIN3A LBD mod,-1,-1,-1,-3,0,-6,-1
APJ ag,-1,-1,-4,4,10,-3,-14
UPR XBP1 act,0,0,-2,0,1,-2,0
Mdm2-MdmX inh,15,-3,-5,-3,-18,0,17
